# Assay outcomes as filed in PubChem.
# GPR151 ag: activators of human GPR151; activation, % at 11.2 µM; PathHunter beta-arrestin GPR151 cells, luminescence; Q8TDV0; 650,000 tested, 1% active; in the data active = activation above about 4.9%;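 also: 0% = median of compound wells and 100% = cells with positive control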
# Target sequence (Q8TDV0 whole entry, looked up): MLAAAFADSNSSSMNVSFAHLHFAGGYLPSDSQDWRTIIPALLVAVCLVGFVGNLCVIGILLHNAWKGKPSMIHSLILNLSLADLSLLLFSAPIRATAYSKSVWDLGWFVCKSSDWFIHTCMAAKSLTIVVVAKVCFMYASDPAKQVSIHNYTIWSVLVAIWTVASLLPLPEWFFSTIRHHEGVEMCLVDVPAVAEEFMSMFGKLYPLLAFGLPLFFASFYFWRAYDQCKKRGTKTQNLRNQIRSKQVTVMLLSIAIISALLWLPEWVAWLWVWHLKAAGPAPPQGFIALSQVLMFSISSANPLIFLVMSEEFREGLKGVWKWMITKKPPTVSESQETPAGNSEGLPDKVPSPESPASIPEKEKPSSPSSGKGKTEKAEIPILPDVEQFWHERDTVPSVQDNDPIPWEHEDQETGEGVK
# MITF inh: human MITF inhibition, primary screen; O75030; 650,000 tested, 0.91% active; AID 1259374; inhibition, % at 2.6 µM; AlphaScreen MITF homodimerization, bead proximity signal; in the data active = inhibition above about 50%;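 also: 0% = vehicle wells with protein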
# Target sequence (O75030 whole entry, looked up): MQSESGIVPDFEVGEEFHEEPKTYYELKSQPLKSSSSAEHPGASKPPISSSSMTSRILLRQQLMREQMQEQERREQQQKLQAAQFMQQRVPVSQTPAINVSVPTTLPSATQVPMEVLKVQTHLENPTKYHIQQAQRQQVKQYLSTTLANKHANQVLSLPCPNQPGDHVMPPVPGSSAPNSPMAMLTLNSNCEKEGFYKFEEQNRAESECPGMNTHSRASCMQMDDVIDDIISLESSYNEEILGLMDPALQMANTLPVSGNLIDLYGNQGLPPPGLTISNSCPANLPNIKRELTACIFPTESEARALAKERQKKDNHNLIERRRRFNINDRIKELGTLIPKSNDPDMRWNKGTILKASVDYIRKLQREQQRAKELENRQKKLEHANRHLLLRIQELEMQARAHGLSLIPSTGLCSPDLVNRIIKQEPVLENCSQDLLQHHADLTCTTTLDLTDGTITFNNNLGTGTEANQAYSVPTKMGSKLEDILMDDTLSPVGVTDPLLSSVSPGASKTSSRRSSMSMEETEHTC
# FBW7 act: activators of human E3 ligase FBW7; Q969H0; AlphaScreen FBW7–phospho-cyclin E peptide binding, activator screen; normalized activity (activation), % at 26.1 µM; 650,000 tested, 0.13% active; AID 1259310; in the data active = normalized activity above about 1.9%;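 also: purified mutant Fbw7 with reduced substrate affinity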
# TEAD-YAP inh: TEAD-YAP interaction inhibition | HEK-TIYL cells, TEAD-Gal4/YAP UAS-luciferase luminescence | inhibition, % at 9.12 µM | 640,000 tested, 1.4% active; in the data active = inhibition above about 32%;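 also: 0% = median of test compound wells and 100% = reference inhibitor wells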
# Starred values were filed as active, the others as inactive; & = joins results of further samples.
# Values in the order: TEAD-YAP inh	FBW7 act	GPR151 ag	MITF inh
CCCC(=O)Nc1cc(-c2nc3ncccc3o2)ccc1Cl
    -1	0.0	0.8	3
NC(=O)C(=O)N/N=C/C(c1ccccc1)c1ccccc1
    1	0.0	-0.2	2
CCOC(=O)c1c(-c2ccccc2)oc2cc(Br)c(OC(=O)c3ccco3)cc12
    6	-0.1	-0.5	10
NNC(=O)c1ccncc1
    2	-0.3&-0.1&0.1	0.9&-0.3&2.2	6&8&19
Cc1ccc(CN2C(=O)CSc3ccc(C(=O)NCC4CCCO4)cc32)cc1 (stereo unspecified)
    -6	0.5	-0.9	13
N#Cc1ccc(/C=N/NC(=O)c2ccc(Cl)cc2)cc1
    9	0.4	-0.1	0
COc1ccc(C2C(=O)N(C3CCCCC3)CC(=O)N2Cc2ccccc2)cc1OC (stereo unspecified)
    -1	0.3	3.1	13
Cc1ccc(NC(=O)CSc2nc3ccccc3c(=O)n2CC2CCC(C(=O)NCCc3ccccc3)CC2)cc1 (stereo unspecified)
    -2	-0.1	-1.8	-11
CC(=O)Nc1ccc(N/C=C(/C#N)c2nc(-c3ccc(Cl)cc3)cs2)cc1
    -10	-0.2	0.3	-2
CN(C(=O)c1ccccc1[N+](=O)[O-])C1CCS(=O)(=O)C1 (stereo unspecified)
    -1	0.0	2.1	12
COC(=O)c1cc(COC(=O)/C=C/c2cnc3ccccc3n2)oc1C
    7	0.0	0.6	0
CSc1ccc(S(=O)(=O)NCCC2=CCCCC2)cc1
    -6	1.1	0.3	5
O=C(Nc1ccon1)c1cc(F)c(F)cc1Cl
    -3	0.0	0.3	2
CCc1cc2c(=O)c(-c3ccc4c(c3)OCO4)coc2cc1O
    -40	0.1	-2.2	10
COC(=O)c1cc2ccccc2c(C=O)c1O
    9	-0.2	-0.1	-15

# Next part
# Values in the order: TEAD-YAP inh	FBW7 act	GPR151 ag	MITF inh
Cc1cc(C)c2cc(C#N)c(NCCCNC(=S)NCCCN3CCOCC3)nc2c1
    -1	0.3	-0.1	21
CSc1cccc(NC(=O)C2C3C=CC4(O3)C2C(=O)N(CCCN2CCC(C)CC2)C4C(=O)NC2CCCCC2)c1 (stereo unspecified)
    -12	0.2	1.4	16
N#C/C(=C\c1ccc(Sc2ncccn2)c([N+](=O)[O-])c1)C(=O)NC1CCCCC1
    -4	0.0	-1.0	9
COc1ccc2c(c1)CC(C(=O)Nc1ccc(-c3ccncc3)cc1SCCN(C)C)CO2 (stereo unspecified)
    -5&-2	-0.5&0.4	-1.0&0.3	29&26
CN1/C(=C/C=C(C#N)C#N)C(C)(C)c2ccccc21
    4	0.0	0.3	3
Clc1cc(Br)ccc1OCc1nc(-c2cccnc2)no1
    -38	0.9	-0.8	27
Cc1ccc(C(=O)Nc2ccc(N3CCN(S(C)(=O)=O)CC3)cc2)c(C)c1
    3	-0.2	-0.3	8
Cc1ccc(/C(O)=C2\C(=O)C(=O)N(c3nncs3)C2c2ccc(C(C)C)cc2)cc1 (stereo unspecified)
    1	0.0	0.0	7
Cc1cc(C)c[n+](CC(=O)c2ccccc2)c1
    1	0.0	-0.9	-23
O=C(O)CCCCn1c(SCc2nc3ccccc3[nH]2)nc2ccsc2c1=O
    6	0.8	0.1	10
CCCCC1CN(CCC(=O)NC2CCS(=O)(=O)C2)Cc2ccccc2O1 (stereo unspecified)
    2	-0.2	1.1	-1
CCC(Oc1ccccc1)C(=O)Nc1sc2c(c1C(N)=O)CCCC2 (stereo unspecified)
    5	-0.1	0.3	5
CC/C(C)=N/Nc1nc(-c2ccc(Br)cc2)cs1
    -11	0.1	-0.8	7
Cc1ccc(-c2c(C(=O)Nc3ccc(F)c(Cl)c3)oc(=O)c3ccccc23)cc1
    5	-0.1	-0.5	2
CC(C)(C)NC(=O)Nc1ccccc1C(N)=O
    0	-0.3	-0.8	10

# The list continues.
# Values in the order: TEAD-YAP inh	FBW7 act	GPR151 ag	MITF inh
Cc1nccn1CC1CCc2c(c3ccccc3n2C)C1=O (stereo unspecified)
    -7&5	0.2&0.1&0.5&0.1	-1.3&0.2&-1.9&-1.2	9&4&18&6
CC(C)N=c1cc2n(-c3ccc(Cl)cc3)c3ccccc3nc-2cc1Nc1ccc(Cl)cc1
    -9&-6	0.1&-0.3&-0.4	-1.8&-1.8&3.1&0.9	10&32&24
COc1cccc(OCc2nnc(SCCC(=O)O)n2CCc2ccccc2)c1
    -6	0.2	-1.3	5
Cc1cc(=O)n(C)c(=O)n1CCCOc1cccc([N+](=O)[O-])c1
    0	-0.2	-0.9	5
CCCCn1c(=NC(=O)c2ccc(C)cc2)c(C(=O)OCC)cc2c(=O)n3ccccc3nc21
    5	1.5	-1.4	19
COC(=O)c1ccc(C2C(C(=O)OCCc3ccccc3)=C(C)NC3=C2C(=O)CCC3)cc1 (stereo unspecified)
    5	0.8	-0.6	6
COc1ccc(NC(=O)c2sc3ncnc(N4CCN(c5ccccc5F)CC4)c3c2C)cc1OC
    0	-0.2	-1.2	16
CC1=C(C(=O)Nc2cccc(Cl)c2)C(c2ccc(F)cc2)NC(=O)N1 (stereo unspecified)
    17	0.1	2.4	26
O=C(Nc1nnc(-c2ccccc2)s1)c1ccccc1O
    -2	0.1	-2.2	5
Clc1ccc(-c2csc(NCc3ccco3)n2)cc1
    -74	-0.3	2.1	-6
COc1ccc(CCNC(=O)c2cnc(N3CCCC3CO)s2)cc1 (stereo unspecified)
    6	0.0	2.6	-6
Cc1ccc(Nc2c(C(=O)O)cc([N+](=O)[O-])cc2[N+](=O)[O-])cc1Cl
    5	0.1	-0.9	2
CCOc1cc(CN2CCN(Cc3cccnc3)CC2)ccc1OC
    0	0.8	-0.5	74*
CCC(=O)Nc1nc2ccccc2n1CCN1CCCC1
    0	-0.1	0.3	-5
COc1ccc(NC(=S)NC(=O)c2cccc(F)c2)c(OC)c1
    -52	-0.1	0.1	9

# Only MITF inh (four entries from above):
smiles	MITF inh
CCCCn1c(=NC(=O)c2ccc(C)cc2)c(C(=O)OCC)cc2c(=O)n3ccccc3nc21	19
COC(=O)c1ccc(C2C(C(=O)OCCc3ccccc3)=C(C)NC3=C2C(=O)CCC3)cc1 (stereo unspecified)	6
COc1ccc(NC(=O)c2sc3ncnc(N4CCN(c5ccccc5F)CC4)c3c2C)cc1OC	16
CC1=C(C(=O)Nc2cccc(Cl)c2)C(c2ccc(F)cc2)NC(=O)N1 (stereo unspecified)	26

# Further structures.
# Values in the order: TEAD-YAP inh	FBW7 act	GPR151 ag	MITF inh
COc1cccc(-c2nc3cnccn3c2NCc2cccs2)c1
    -1	-0.1	-0.7	3
N#Cc1c(Cl)ncc2c1N(Cc1ccccc1)CC2
    -3	-0.2	0.8	-3
COC(=O)C1=C(CN2CCCCC2)NC(=O)NC1c1ccc(C)cc1C (stereo unspecified)
    2	-0.1	-0.2	-2
CCCCOc1ccccc1C1NC(=O)CCC1[N+](=O)[O-] (stereo unspecified)
    5	0.0	0.0	6
CCCOc1ccc(-c2cc(C)nc(-c3ccc(OCCC)cc3)c2)cc1
    9	-0.1	-0.3	6
COc1cc(C(=O)Nc2ccc(C(N)=O)cc2)cc(OC)c1OC
    6	-0.1	1.9	6
Clc1cccc(CSc2nc(NC3CCCCC3)c3ccccc3n2)c1
    3	0.1	1.8	-7
Cc1cccc(-n2c(-c3ccco3)nn(CC(=O)NC(C)C)c2=O)n1
    10	0.7	0.2	9
CC(C)(C)NC(=O)C(OC(=O)c1cccs1)c1ccccc1F (stereo unspecified)
    4	0.0	-0.1	12
COC(=O)c1c(NC(=O)C(C)Oc2ccc(Cl)c(C)c2)sc2c1CCCC2 (stereo unspecified)
    -6	-0.1	2.2	-8
CCOC(=O)c1ccccc1NC(=O)c1c[nH]c(=O)n(-c2ccc(OC)cc2)c1=O
    1	0.1	0.3	9
CC1(CCC(=O)NC(c2ccccc2)c2ccco2)CCC(=O)N1 (stereo unspecified)
    -9	-0.1	-0.3	-1
CCCCOc1ccc(Nc2cc(C)nc3ccc(OC)cc23)cc1
    11	0.1	1.0	18
O=C(O)C1C2C=CC(C2)C1C(=O)NCCO (stereo unspecified)
    2	0.2	-0.9	-7
O=c1c2c(nc3c(-c4cccc5ccccc45)c[nH]n13)CCC2
    6	0.1	1.6	5

# Reformatted: entries from further up
molecule	TEAD-YAP inh	FBW7 act	GPR151 ag	MITF inh
COc1cccc(-c2nc3cnccn3c2NCc2cccs2)c1	-1	-0.1	-0.7	3
N#Cc1c(Cl)ncc2c1N(Cc1ccccc1)CC2	-3	-0.2	0.8	-3
COC(=O)C1=C(CN2CCCCC2)NC(=O)NC1c1ccc(C)cc1C (stereo unspecified)	2	-0.1	-0.2	-2
CCCCOc1ccccc1C1NC(=O)CCC1[N+](=O)[O-] (stereo unspecified)	5	0.0	0.0	6
CCCOc1ccc(-c2cc(C)nc(-c3ccc(OCCC)cc3)c2)cc1	9	-0.1	-0.3	6
COc1cc(C(=O)Nc2ccc(C(N)=O)cc2)cc(OC)c1OC	6	-0.1	1.9	6
Clc1cccc(CSc2nc(NC3CCCCC3)c3ccccc3n2)c1	3	0.1	1.8	-7

# Next results.
# Values in the order: TEAD-YAP inh	FBW7 act	GPR151 ag	MITF inh
OC1CCN(Cc2ccc(F)cc2F)CC1
    -2	0.2	0.2	28
CC(C)(C)NC(=O)c1cc2ccccc2o1
    6	0.2	-1.7	9
CCC(C)NC(=O)CCn1nc(-c2ccc(Cl)cc2)ccc1=O (stereo unspecified)
    -1	-0.3	-0.5	2
CCOC(=O)Nc1ccc2c(c1)N(C(=O)CCCl)c1ccccc1C=C2
    -1	0.8	0.0	2
CC(=O)N1CCC(N(C(=O)Nc2ccc(Cl)c(Cl)c2)C2CCCCC2)CC1
    -2	0.1	0.8	9
CC1(C)NC(=O)N(CCCOc2ccccc2Br)C1=O
    -31	-0.4	0.3	-2
COC(=O)c1c(C)oc2cc(Br)c(OC(=O)c3ccc(Cl)cc3)cc12
    4	-0.1	0.2	-5
CCOC(=O)Cn1c(=O)n(Cc2ccc(OC)cc2)c(=O)c2cccnc21
    -15	0.2	0.8	-5
COC(=O)C1CC(=O)N(C)C12CCN(Cc1ccc(OCc3ccccc3)cc1)CC2 (stereo unspecified)
    8	0.2	-0.9	10
CCCc1nc2ccccc2n1C(=O)CCC(=O)O
    11	0.0	1.1	8
CCOCCOC(=O)C1=C(C)NC(=O)CC1c1ccccc1Br (stereo unspecified)
    -2	0.2	1.8	-6
Cn1c(SCC(=O)Nc2nc3ccccc3s2)nnc1-c1ccccc1N
    -5	0.1	-0.5	-8
CCOC(=O)c1ccc2c(c1)N(Cc1ccccc1F)C(=O)C(C)S2 (stereo unspecified)
    6	0.4	0.6	9
O=C1CCC/C(=N/NC(=O)c2ccc(CSc3nc4ccccc4[nH]3)cc2)C1
    -6	0.0	-0.9	6
c1csc(CNc2ccc(-c3nc4ccccc4s3)cc2)c1
    86*	0.4	-6.5	1

# Further results:
# Values in the order: TEAD-YAP inh	FBW7 act	GPR151 ag	MITF inh
CCOCCCNc1nc2c(c(=O)n(C)c(=O)n2C)n1CCCc1ccccc1
    8	-0.3	-0.7	-7
COC(=O)c1ccc(/C=N/NC(=O)COc2ccc(I)cc2)cc1
    -3	0.0	2.0	-5
Cc1ccc(C)c(Cc2c(C)nc3c(C(=O)NC4CCCCCCC4)cnn3c2C)c1
    -10	0.2	0.0	11
O=C(c1ccc(O)cc1)c1ccc(C(=O)O)c(C(=O)O)c1
    2	0.0	0.0	9
C=CCn1c2cc(C)oc2c2cnn(CCC(N)=O)c(=O)c21
    1	-0.1	0.8	-8
Cc1cc(C)nc(N2CCC(N(Cc3ccco3)C(=O)Cc3ccc(F)cc3)CC2)n1
    2	-0.1	0.7	11
O=C(Cn1nnc(-c2ccc(Cl)cc2-n2cnnn2)n1)Nc1nccs1
    1	-0.1	0.8	4
CC(C)(C)n1cnc2cc(NC(=O)c3cccs3)ccc21
    -31	-0.2	-0.8	2
O=C(CN1CCC(O)CC1)N1c2ccccc2C=Cc2ccccc21
    8	0.2	-0.6	12
O=C(NC1CCN(c2nc(-c3ccc(F)cc3)cs2)CC1)c1cccs1
    -2	-0.1	-0.9	-1
Cn1c(=O)c2cc(C(=O)NCc3ccccn3)sc2n(C)c1=O
    18	-0.2	0.9	5
CCOc1cc(S(=O)(=O)NCCCN2CCOCC2)c(C)cc1C
    -6	0.3	-0.5	-12
COCCCn1c(C)cn2c3c(=O)n(CC(=O)OCc4ccccc4)c(=O)n(C)c3nc12
    -4	-0.1	-1.6	-2
CN1CCN(Cc2ccc(NC(=O)Nc3cccc(Cl)c3)cc2)CC1
    -30	-0.1	2.2	-9
Nc1c(C(=O)O)sc2nc(C3CC3)cc(C(F)(F)F)c12
    18	0.0	0.3	6

# Later entries
# Values in the order: TEAD-YAP inh	FBW7 act	GPR151 ag	MITF inh
O=c1[nH]c(=O)n(-c2ccccc2)c(O)c1C=Nc1ccc(Br)cn1
    7	0.0	2.0	2
CCC(C)(C)NC(=O)C(c1ccccn1)N(C(=O)c1csnn1)c1ccc(Cl)cc1 (stereo unspecified)
    -6	0.1	-1.2	11
COc1ccccc1C(=O)NNC(=O)C(C)Oc1ccc(Cl)cc1Cl (stereo unspecified)
    11	0.8	-0.9	10
O=C(C1CCCN1S(=O)(=O)c1ccc(Cl)s1)N1CCN(c2ccccc2)CC1 (stereo unspecified)
    6	-0.1	0.8	12
O=C1CCN(S(=O)(=O)c2ccc([N+](=O)[O-])cc2)CCN1
    9	0.0	3.5	9
